GSK3beta inhib: inhibitors of human GSK3beta kinase; AID 2097; actives 0.038% (n = 300,000); P49841; GST-GSK3beta kinase, ADP-Glo luminescence, 60 min; hits give low values; activity score (negative = inhibition), % at 10 µM;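 active means more than half of replicate wells score below -50%, meaning over 50% inhibition versus plate controls; inconclusive means some replicates but at most half score below -50%; inactive means no replicate scores below -50%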;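 further: 0% = median DMSO wells and -100% = median GW8510 positive control wells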
Target sequence (P49841 whole entry, looked up): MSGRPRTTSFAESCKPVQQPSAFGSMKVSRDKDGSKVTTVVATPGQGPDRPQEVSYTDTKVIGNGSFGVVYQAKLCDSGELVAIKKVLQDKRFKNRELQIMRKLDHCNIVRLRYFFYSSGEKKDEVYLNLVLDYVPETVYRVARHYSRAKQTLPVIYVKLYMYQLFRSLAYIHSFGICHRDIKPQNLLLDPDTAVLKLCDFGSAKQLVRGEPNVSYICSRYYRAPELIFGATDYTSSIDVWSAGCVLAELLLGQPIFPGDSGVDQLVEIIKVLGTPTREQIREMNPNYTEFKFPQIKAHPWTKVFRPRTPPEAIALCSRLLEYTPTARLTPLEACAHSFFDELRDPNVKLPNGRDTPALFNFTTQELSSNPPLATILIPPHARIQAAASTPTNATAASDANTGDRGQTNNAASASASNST
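Test system – GST-tagged human GSK3beta kinase, cell-free · Incubation – 60 min enzyme reaction, room temperature · Signal – ADP-Glo luminescence · Also added – peptide substrate and ATP at 25 µM · Controls – DMSO neutral wells and GW8510 at 20 µM as positive · Buffer or medium – Tris/MgCl2 kinase buffer · Measure – Luminescence-derived activity versus plate DMSO and GW8510 wells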
HDAC3 inhib: inhibitors of human histone deacetylase 3 | inhibition, % at 8.3 µM | actives 0.15% (n = 320,000) | recombinant HDAC3, fluorogenic peptide/trypsin coupled, fluorescence | AID 2718 | O15379; in the data active means inhibition above about 26%, passing the limit was not always enough; inconclusive means no clear call, values can overlap the other calls
Platelet DG rel: modulates dense granule release in human platelets; human platelet-rich plasma, SFLLRN dense granule ATP release, luminescence; inhibition, %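 (compounds screened at 7.5 µM in platelet-rich plasma)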; actives 0.22% (n = 300,000);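 active means mean replicate score, as percent of positive control, at or above 50; inconclusive means mean below 50 but at least one replicate at or above 50; inactive means mean and every replicate below 50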
HSP90 inh: HSP90 refolding inhibition in rabbit reticulocyte lysate; luciferase refolding luminescence, 3 h; inhibition, % at 5.6 µM; actives 0.91% (n = 290,000); AID 1789;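 active means inhibition above the screen-wide mean plus 3 SD, computed separately per campaign, cut at about 16% in these data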;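 further: 0% = DMSO wells and 100% = 60 µM geldanamycin wells; inhibitors lower the luminescence because luciferase stays unfolded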
AI-2 QS mod: modulates the Vibrio harveyi AI-2 quorum sensing system; Vibrio harveyi JMH597 AI-2 luminescence/OD600 ratio, 9 h; hits give low values; strain lacks LuxN and CqsS sensors; 0 = neutral-control median; activity change, % at 7.5 µM; actives 0.4% (n = 300,000); in the data active means activity change below about -75%, passing the limit was not always enough; inconclusive means no clear call, values can overlap the other calls;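 further: luminescence divided by OD600 gain over 9 h not by final OD600 alone; inactives centre near 13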
GSK3 alpha inh: blocks human GSK-3 alpha kinase; inhibition, % at 10 µM; AID 2650; P49840; ADP-Glo luminescence, 60 min; actives 0.1% (n = 320,000);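 in the data active means inhibition above about 50%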;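 further: GST-tagged GSK-3 alpha with peptide substrate and 25 µM ATP; 0% = DMSO neutral wells and 100% = GW8510 positive control wells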
Target sequence (P49840 whole entry, looked up): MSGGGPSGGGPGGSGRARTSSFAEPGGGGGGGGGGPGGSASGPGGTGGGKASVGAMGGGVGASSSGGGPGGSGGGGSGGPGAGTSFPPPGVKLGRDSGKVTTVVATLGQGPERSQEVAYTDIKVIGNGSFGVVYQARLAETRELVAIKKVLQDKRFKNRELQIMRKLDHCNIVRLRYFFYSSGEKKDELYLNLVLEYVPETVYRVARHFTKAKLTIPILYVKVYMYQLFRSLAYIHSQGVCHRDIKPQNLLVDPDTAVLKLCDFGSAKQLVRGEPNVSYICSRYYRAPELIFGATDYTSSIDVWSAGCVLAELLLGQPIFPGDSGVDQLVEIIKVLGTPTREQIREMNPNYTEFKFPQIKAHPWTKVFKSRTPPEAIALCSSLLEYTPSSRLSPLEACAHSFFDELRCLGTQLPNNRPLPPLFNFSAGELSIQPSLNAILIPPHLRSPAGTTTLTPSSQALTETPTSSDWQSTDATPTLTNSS
PolyA inhibitor: inhibitors of polyadenylation in S. cerevisiae; actives 0.02% (n = 300,000); AID 1875; S. cerevisiae SKY197-pL101 polyadenylation reporter, beta-gal luminescence; efflux-impaired pdr1/pdr3 knockout yeast; score 100 = 6 SD above DMSO; calls only at 12 µM;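 active means lowest replicate activity score at least 50, where 100 means six control SD above control mean; inconclusive means lowest score under 50 but half or more replicates reach 50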;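 further: yeast exposed to compound for 9 h at 30 °C; higher score means more reporter readthrough which indicates perturbed polyadenylation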
HSF1 inh: HSF1 inhibition | actives 0.77% (n = 300,000) | NIH3T3-HGL HSE-luciferase, MG132-induced, luminescence 8 h; hits give low values | activity change, negative = inhibition, % at 7.5 µM (by protocol) | AID 2098;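 active means more than half of replicate wells show activity change below -50%, luminescence cut by over half; inconclusive means some wells, but at most half, below -50%; inactive means no replicate well below -50%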;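 further: luciferase reports HSF-1 transcriptional activity via heat shock element; 0% = median of DMSO wells and -100% = zero luminescence signal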
Dyrk1A ADPGlo: Dyrk1A (rat) kinase inhibition; Q63470; ADP-Glo luminescence, NFATc1 peptide; inhibition, % at 12.5 µM; actives 0.43% (n = 310,000); in the data active means inhibition above about 50%;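 further: plate controls were vehicle with enzyme for no effect and no enzyme for full effect; many of its hits are not listed in these tables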
HSF1 activator: increases HSF-1 driven luciferase reporter signal. NIH3T3-HGL HSF-1 luciferase reporter, MG132, 8 h; 100% = twice DMSO control signal. activation, % at 9 µM. actives 1.7% (n = 300,000). AID 504408;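 active means mean replicate activation of at least 50% with a set share of replicates each reaching 50%; inconclusive means only one of those two conditions met; inactive means mean below 50% and too few replicates reaching it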;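 further: 0% = median of the neutral control wells and 100% = twice that signal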
* hit, by the source's call; i = inactive; u = inconclusive; x = no result given. A portion of the library, so the mix of outcomes need not match the whole.

Below each compound – GSK3beta inhib	HDAC3 inhib	Platelet DG rel	HSP90 inh	AI-2 QS mod	GSK3 alpha inh	PolyA inhibitor	HSF1 inh	Dyrk1A ADPGlo	HSF1 activator
CC(C)C1CC(CCN)(Cc2ccccc2)CCO1 (stereo not given)
 : -3	-2	-1	-1	35	4	i	7	-1	4
COCCSc1ccccc1C(=O)NCCCn1ccnc1
 : -4	7	15	2	6	1	i	3	1	-15
O=C(O)CCNS(=O)(=O)c1ccc2c(c1)Cc1ccccc1-2
 : -1	-4	1	8	19	-3	i	1	3	-13
CCOC(=O)c1cc(-c2ccccc2)nc2ccc(C)cc12
 : 0	-5	-1	7	32	2	i	-3	-8	9
Cc1ccc(C(=O)N(NC2=NS(=O)(=O)c3ccccc32)S(=O)(=O)c2ccc(C)cc2)cc1
 : 1	-8	-10	0	9	-7	i	11	-1	14
CCn1c(=O)n(Cc2ccco2)c(=N)c2c3c(sc21)COC(C)(C)C3
 : 0	0	1	-1	1	-4	i	-8	x	-6
Cc1ccc(NS(=O)(=O)c2ccc(Cl)c(C(=O)Nc3cccc(C(=O)O)c3)c2)cc1
 : 2	-8	8	2	8	-3	i	0	2	-9
CC(C)Oc1ccc(S(=O)(=O)N2CCOCC2)cc1NC(=O)C1CCC1
 : -12	x	-5	x	38	x	i	-5	-4	-8
CSc1ccccc1C(=O)NCc1ccccc1C
 : 0	-1	7	-1	10	-4	i	2	1	-8
O=C(NC(=S)Nc1ccccc1C(=O)O)c1cncc(Br)c1
 : 1	1	-1	3	-1	0	i	0	7	2
c1ccc(Cn2c(-c3ccco3)nc3nc4ccccc4nc32)cc1
 : -28	-37	-6	-1	-3	-4	i	56	-5	90*
COc1ccccc1-c1nc2cc(Cl)ccc2c(=O)n1O
 : -1	-1	3	8	3	-4	i	2	-1	11
CC1(C)Cc2ccccc2-c2[nH]c(=S)[nH]c(=O)c21
 : 2	2	2	1	-11	2	i	4	-10	-3
COC(=O)c1ccccc1NC(=O)CNCCc1ccc(OC)c(OC)c1
 : 1	-6	-4	4	-2	0	i	-2	0	-5
COc1cc(CCC(=O)N2CCN(c3ccccc3Cl)CC2)cc(OC)c1OC
 : -1	4	3	-2	34	-2	i	3	2	-6
Cc1ccc(NC(=O)CC(N)=S)cc1
 : 6	5	4	1	17	-2	i	-1	-1	3
O=C(N/N=C/c1ccsc1)c1cc(-c2ccncc2)nc2ccccc12
 : 0	x	1	-2	10	-2	i	-2	0	-2
CCCCCn1c(CN2CCCCC2CC)nc2c1c(=O)n(C)c(=O)n2C (stereo not given)
 : 3	-2	0	-3	12	-2	i	7	1	19
O=S(=O)(c1cccs1)N1CCN(C/C=C/c2ccccc2)CC1
 : 0	4	-1	0	30	8	i	4	-2	1
COc1ccc(CNC(=O)C(=O)NCC2OCCN2S(=O)(=O)c2ccc(C)cc2)cc1 (stereo not given)
 : 0	-3	-14	6	-5	0	i	-5	3	-8
O=C(Nc1ccc(N2CCOCC2)cc1)c1ccc(S(=O)(=O)NCc2ccco2)cc1
 : -1	5	0	5	16	-2	i	1	3	4
Oc1c(C(c2ccccn2)N2CCC(Cc3ccccc3)CC2)cc(Cl)c2cccnc12 (stereo not given)
 : 3	4	11	4	u	-1	i	-25	x	-30
CC1(C)Cc2noc(N)c2C(C)(C)N1OC(=O)c1ccccc1
 : x	0	0	1	x	1	i	2	-4	-16
C/C(=N\NC(=S)NC1CCCCC1)c1ccc(C#N)cc1
 : -1	-2	1	4	7	0	i	-1	1	18
CCOc1ccc2nc(NCCNC(=O)c3cc(OC)c(OC)c(OC)c3)c(C#N)cc2c1
 : 1	-10	4	1	23	6	i	1	-5	17
O=C(O)COc1ccc2occ(C(=O)c3ccccc3)c2c1
 : 2	-2	x	2	14	83*	i	-9	66*	-1
CN(C(=O)CC1C(=O)NCCN1Cc1cccc(F)c1F)C1CC(C)(C)NC(C)(C)C1 (stereo not given)
 : 4	0	0	-3	10	-4	i	-8	-1	-16
COc1cc(C(=O)N2CCN(C(=O)c3ccco3)CC2)c([N+](=O)[O-])cc1OC
 : -1	6	11	-2	3	-1	i	-3	-2	14
CCOc1ccc(-c2c(C(=O)N/N=C/c3ccc(C)o3)nnn2-c2nonc2N)cc1
 : -3	-3	3	-5	18	1	i	-5	4	4
Cc1ccc(CNC(=O)C(=O)NCC2OCCN2S(=O)(=O)c2cccs2)cc1 (stereo not given)
 : 0	-4	7	-4	22	-2	i	3	-2	22

Complete entries from above. Values in the order: GSK3beta inhib | HDAC3 inhib | Platelet DG rel | HSP90 inh | AI-2 QS mod | GSK3 alpha inh | PolyA inhibitor | HSF1 inh | Dyrk1A ADPGlo | HSF1 activator
Results for `CCCCCn1c(CN2CCCCC2CC)nc2c1c(=O)n(C)c(=O)n2C` (stereo not given) → 3 | -2 | 0 | -3 | 12 | -2 | i | 7 | 1 | 19
Results for `Cc1ccc(C(=O)N(NC2=NS(=O)(=O)c3ccccc32)S(=O)(=O)c2ccc(C)cc2)cc1` → 1 | -8 | -10 | 0 | 9 | -7 | i | 11 | -1 | 14

Carrying on:
Below each compound – GSK3beta inhib	HDAC3 inhib	Platelet DG rel	HSP90 inh	AI-2 QS mod	GSK3 alpha inh	PolyA inhibitor	HSF1 inh	Dyrk1A ADPGlo	HSF1 activator
COc1cccc(C(=O)NCCS(=O)(=O)N2CCCCCC2)c1
 : -3	2	28	x	11	-1	i	3	x	-7
CCCC(=O)Nc1nc(C(=O)OCC)cs1
 : -6	0	12	-2	35	-3	i	8	0	8
CCCCCCC1/C(=N\NC(=O)c2ccccc2)CCC1C(=O)OC (stereo not given)
 : 2	14	-9	0	36	0	i	17	1	8
CCOC(=O)Cc1csc(/N=C/c2c(O)n(-c3ccc(C)cc3C)c(=O)c3ccccc23)n1
 : -1	-2	-40	-6	8	0	i	-2	x	-15
Cc1cc(-c2ccccc2)n2ncnc2n1
 : 2	-2	-9	2	x	1	i	-5	-3	2
COc1ccc(OC)c(NC(=O)c2ccc3c(c2)C(=O)N(CC2CCCO2)C3=O)c1 (stereo not given)
 : 1	0	6	-2	16	-3	i	0	-2	2
CCOC(=O)c1ccc(NC(=O)CN2C(=O)C(CC)SC(CC)C2=O)cc1 (stereo not given)
 : 3	-1	-3	-2	-63	1	i	2	-2	10
Cn1ncc(Br)c1C(=O)N/N=C/c1cccc(OC2CSC2)c1
 : -1	-9	5	-4	12	-8	i	-2	-3	-6
Cc1ccc2c(Cl)cc(Cl)c(OCC(=O)Nc3cccc(S(=O)(=O)N(C)C)c3)c2n1
 : -3	-5	6	-3	21	-1	i	-1	-3	-4
COc1ccc(OCc2cc(C(=O)N3CCCCCCC3)no2)c(Cl)c1
 : -1	-3	-9	0	31	0	i	12	3	14
CCOC(=O)CCNC(C(=O)OCC)c1ccccc1 (stereo not given)
 : -4	-5	2	4	6	-3	i	-4	6	7
CCOc1ccccc1NC(=S)Nc1ncccc1C
 : 6	0	6	2	5	3	i	-5	-5	8
CCOC(=O)c1cnc2c(cnn2C)c1NCCCn1ccnc1
 : -4	-1	5	-3	6	18	i	-7	18	-21
O=C(COC(=O)CCN1C(=O)C2CC=CCC2C1=O)NCCc1ccccc1 (stereo not given)
 : -1	1	5	-1	12	2	i	-8	8	-6
Cc1ccc(-n2c(C3CC3c3ccc(Cl)cc3)n[nH]c2=S)cc1 (stereo not given)
 : 6	-3	1	3	6	5	i	13	0	28
CCN1CCN(C(c2cccs2)C(C)NC(=O)c2ccccc2F)CC1 (stereo not given)
 : 5	2	7	1	1	0	i	-8	-1	-5
COc1ccc(C)cc1NC(=O)c1nnn(Cc2cc(C)ccc2C)c1N
 : -5	5	1	1	10	2	i	-3	5	2
COC(=O)C1(Cc2cc(-c3cccc(Br)c3)no2)CCN(C(=O)OC(C)(C)C)CC1
 : 5	13	0	-2	8	-3	i	1	6	1
N/C(=N\O)c1ccc(NC(=O)c2ccc(Br)o2)cc1
 : 1	11	10	0	0	4	i	-8	8	-21
Cc1ccc(S(=O)(=O)CCC(=O)NCCc2ccc(Cl)cc2)cc1
 : 2	0	14	-1	10	1	i	-1	11	-1
CN1C(=O)Nc2cccc3cccc1c23
 : 1	2	2	21*	22	8	i	10	31	5
CC(C)NC(=O)CCCc1ccccc1
 : 3	-1	5	-2	-4	-1	i	6	1	11
COc1ccc(CCNC(=O)COc2cccc3c2OC(C)(C)C3)cc1OC
 : 2	-4	-11	x	49	8	i	2	-2	24
c1ccc2oc(-c3csc(N4CCOCC4)n3)cc2c1
 : 2	0	-5	6	24	-1	i	-1	x	28
COCCN(C(=S)Nc1cccc(OC)c1)C(C)c1cccs1 (stereo not given)
 : 3	-3	2	-1	16	-2	i	10	-1	7
COc1ccc(NC(=O)C2CCCN(C(=O)Nc3ccc(F)cc3)C2)cc1OC (stereo not given)
 : -1	-1	18	-1	20	-2	i	-4	-1	5
CN(Cc1ccccc1)C(=O)C1CCN(S(=O)(=O)c2ccc3nc4c(c(C(=O)O)c3c2)CCCC4)CC1
 : 2	0	-8	4	29	0	i	1	-4	-9
CCCCC(=O)N1CC(=O)Nc2ccc(F)cc2C1c1ccccc1 (stereo not given)
 : 2	-3	5	-2	13	-1	i	7	-2	2
CC1(OC(=O)c2cccs2)C(=O)C=C2C=C(c3ccsc3)OC=C2C1=O (stereo not given)
 : 2	5	-1	x	29	-27	i	3	x	-1
COCCCNC(=O)c1cc2cc(Br)ccc2oc1=O
 : 2	5	x	0	-7	1	x	x	1	x
Cc1nonc1CN(C)C(=O)c1ccc(OC2CCN(C(=O)c3cccnc3)CC2)cc1
 : 0	5	16	-1	24	-1	i	-3	0	-1
C=CCOc1ccc(C(=O)Nc2ccc3c(c2)n(C)c(=O)n3C)cc1
 : -16	2	8	1	0	-1	i	0	1	2
COc1c(F)c(F)c(C(=O)O)c(Nc2cccc(C)c2)c1F
 : 3	-4	-2	0	18	-1	i	-4	-1	-8
COc1cc(CNC(C)c2ccccc2)cc(Br)c1OCc1ccc(F)cc1 (stereo not given)
 : 2	16	-3	5	9	-1	i	-2	0	3
Cn1c(CNC(=O)CNC(=O)c2ccccc2F)cc(=O)n(C)c1=O
 : -1	-3	-10	0	23	-2	i	4	-2	-12
CCOc1ccc(N(Cc2ccccc2F)C2=NC3CS(=O)(=O)CC3S2)cc1 (stereo not given)
 : 0	11	-2	8	11	2	i	10	0	17
COC(=O)Cc1ccc(NC(=O)c2ccc3c(c2)C(=O)N(Cc2ccco2)C3=O)cc1
 : -3	-1	16	1	7	-1	i	-1	1	7
Cc1c(CC(=O)O)c(=O)oc2cc3oc4c(c3cc12)CCCC4
 : -3	x	0	7	23	-3	i	-3	17	6
COc1ccc2c(=O)cc(C(F)(F)C(F)(F)F)oc2c1
 : 3	-1	14	0	12	-1	i	-4	-6	-1
CC1=CCC2COC(c3ccc[n+](Cc4ccccc4)c3)C1C2 (stereo not given)
 : -3	-2	5	-5	3	-1	i	-8	2	-19
